# Screens: PubChem, several laboratories
# IDE act = IDE (human) activation, cell-based; P14735; HEK cells, FAbeta-B cleavage, fluorescence polarization; 0% vehicle, 100% cell-free pure enzyme wells; activation, % at 5.96 µM; hit rate 0.073% among 340,000;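 active = activation above the mean of all tested compounds plus 3 SD, set per screening campaign, cut at about 17% in these data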
# PfM18AAP inh = blocks P. falciparum M18 aspartyl aminopeptidase | recombinant PfM18AAP, H-Glu-NHMec fluorogenic cleavage | inhibition, % at 7.35 µM | hit rate 1.2% among 290,000 | AID 1822;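 active = inhibition above the campaign mean inhibition over all tested compounds plus 3 SD, cut at about 28% in these data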;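 also: 0% = plate median of test compound wells and 100% = 2 mM ZnCl2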
# PHOSPHO1 block = blocks human PHOSPHO1 phosphatase activity; hit rate 1.1% among 290,000; Q8TCT1; AID 1565; recombinant PHOSPHO1, absorbance phosphatase assay; inhibition, % at 13.3 µM; in the data active = inhibition above about 60%
# Target sequence (Q8TCT1 whole entry, looked up): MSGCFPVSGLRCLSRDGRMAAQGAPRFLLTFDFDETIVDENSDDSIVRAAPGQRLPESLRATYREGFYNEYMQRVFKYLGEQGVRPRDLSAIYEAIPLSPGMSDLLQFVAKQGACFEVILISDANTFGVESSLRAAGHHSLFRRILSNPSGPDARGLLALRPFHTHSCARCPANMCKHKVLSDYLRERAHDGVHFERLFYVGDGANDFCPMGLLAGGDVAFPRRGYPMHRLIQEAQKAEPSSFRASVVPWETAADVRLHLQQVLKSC
# IMP-1 inh = blocks Pseudomonas aeruginosa IMP-1 metallo-beta-lactamase; AID 1556; purified IMP-1, nitrocefin hydrolysis, epi-absorbance fluorescence; inhibition, % at 5.6 µM; hit rate 0.45% among 290,000;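 active = inhibition above the mean plus 3 SD of all compounds in the same screening run, cut at about 4.5% in these data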;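 also: 0% = IMP-1 with DMSO and 100% = DMSO wells lacking enzyme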
#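 Material – recombinant IMP-1 enzyme, purified · Amount – IMP-1 0.2 nM before substrate addition · Medium – HEPES buffer pH 7.1 with ZnSO4 and Brij 35 · Timing – 25 °C, 15 min preincubation, 25 min reaction · Measured by – plate fluorescence quenching by hydrolysis product, ex 480/em 530 nm · Read-out – percent enzyme inhibition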
# VIM-2 inhibitor = inhibitors of Pseudomonas aeruginosa VIM-2 metallo-beta-lactamase. purified VIM-2, nitrocefin hydrolysis, epi-absorbance fluorescence. inhibition, % at 5.6 µM. hit rate 0.89% among 290,000. AID 1527;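 active = inhibition above the mean of all tested compounds plus 3 SD, cutoff set per screening run, cut at about 7.5% in these data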;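 also: red hydrolysis product quenches plate fluorescence so inhibitors raise well fluorescence; 0% = enzyme with DMSO and 100% = DMSO without enzyme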
# p-CIP stab down = compounds decreasing mouse p/CIP protein stability | hit rate 0.01% among 290,000 | F442A p/CIP-EGFP cells, EGFP fluorescence, 16 h | decrease of EGFP signal, % at 10 µM | AID 1984 | Q05BA5;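 active = EGFP signal decrease of at least 30% at 10 µM or well 3 SD below plate mean, unless failing retest; inactive = the rest, including hits failing retest or dose response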; also: some compounds called inactive have numbers as strong as hits; many of its hits are not listed in these tables
# NALP1 inh = NALP1 inhibition; inhibition, % at 10 µM; S. cerevisiae NALP1/ASC/caspase-1 growth, X-gal OD620, 72 h; hit rate 0.61% among 280,000; AID 2071; in the data active = inhibition mostly above about 24%, no sharp cut-off; inactive = mostly below about 32%; also: some compounds called inactive have numbers as strong as hits
# GPR7 antag = blocks human GPR7 receptor signaling. P48145. GPR7-expressing cells, fluorescence antagonist assay. inhibition, % at 4.4 µM. hit rate 1.1% among 290,000. AID 1861; in the data active = inhibition above about 16%, passing the limit was not always enough;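 also: cells stimulated with the agonist NPW; 0% = agonist with vehicle and 100% = vehicle without agonist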
# Target sequence (P48145 whole entry, looked up): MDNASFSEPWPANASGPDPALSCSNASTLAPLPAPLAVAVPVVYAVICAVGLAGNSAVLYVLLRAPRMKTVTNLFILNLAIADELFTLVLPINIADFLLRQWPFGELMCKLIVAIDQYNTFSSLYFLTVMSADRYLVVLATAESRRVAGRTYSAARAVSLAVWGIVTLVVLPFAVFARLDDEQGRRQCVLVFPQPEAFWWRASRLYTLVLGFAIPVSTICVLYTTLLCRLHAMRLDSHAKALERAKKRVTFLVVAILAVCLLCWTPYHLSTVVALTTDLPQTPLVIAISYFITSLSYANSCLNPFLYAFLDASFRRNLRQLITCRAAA
# IDE inh = cellular human IDE inhibition | P14735 | HEK cells, FAbetaB cleavage, fluorescence polarization | inhibition, % at 5.59 µM | hit rate 0.41% among 320,000 | AID 434962;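 active = percent inhibition above the average of all tested compounds plus 3 SD, set per screening campaign, cut at about 16% in these data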;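 also: IDE supplied by intact live HEK cells; FP after avidin binding of uncleaved biotin substrate so inhibition keeps polarization high; 0% = DMSO wells and 100% = 60 µM reference IDE inhibitor Ii1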
# Numbers without * were called inactive; . = no result given.
1: CCCc1noc2c1/C(=N\O)CC(CC(C)SCC)C2 (centres undefined)
2: COc1cc(NS(=O)(=O)c2ccc(NC(C)=O)cc2)ncn1
3: O=C(O)c1cccn2c(=O)c3ccccc3nc12
4: CCN(CC)C(=O)Cn1cc(S(=O)(=O)CC(=O)NC2CCCCC2)c2ccccc21
5: C#CC[N+](C)(C)CC#Cc1ccc(C)cc1
6: Cc1cc(C)c(OCC(=O)Nc2cccc(NC(=O)c3ccco3)c2)c(Br)c1

assay / entry,1,2,3,4,5,6
IDE act,5,6,3,-2,3,-5
PfM18AAP inh,2,-3,0,0,-10,-2
PHOSPHO1 block,14,9,16,34,26,-6
IMP-1 inh,-2.3,-3.4,-1.1,-1.0,0.5,-1.0
VIM-2 inhibitor,-1.8,-2.5,0.8,-1.2,1.4,-0.5
p-CIP stab down,3,-8,4,-11,-8,-2
NALP1 inh,42,-5,-3,8,5,-4
GPR7 antag,3,-3,9,-15,2,-11
IDE inh,9,-1,0,-2,1,8

# Ordered by the number under PfM18AAP inh (largest number first): 3 from the list above
6: Cc1cc(C)c(OCC(=O)Nc2cccc(NC(=O)c3ccco3)c2)c(Br)c1
2: COc1cc(NS(=O)(=O)c2ccc(NC(C)=O)cc2)ncn1
5: C#CC[N+](C)(C)CC#Cc1ccc(C)cc1

assay / entry,6,2,5
IDE act,-5,6,3
PfM18AAP inh,-2,-3,-10
PHOSPHO1 block,-6,9,26
IMP-1 inh,-1.0,-3.4,0.5
VIM-2 inhibitor,-0.5,-2.5,1.4
p-CIP stab down,-2,-8,-8
NALP1 inh,-4,-5,5
GPR7 antag,-11,-3,2
IDE inh,8,-1,1

# (next part)
7: O=C(Cc1c(F)cccc1Cl)NCCN1CCOCC1
8: Cn1cnc([N+](=O)[O-])c1Cl
9: O=C(C1=NN(c2ccccc2)C2C(=O)N(c3cccc(Cl)c3)C(=O)C12)c1ccccc1 (centres undefined)
10: Cc1ccccc1CSc1nnc(-c2ccco2)n1Cc1ccco1
11: Cc1ccc(S(=O)(=O)NCCCC(=O)O)cc1
12: Cc1ccc(/C=C(\C#N)C(=O)NC(C)c2ccccc2)o1 (centres undefined)

assay / entry,7,8,9,10,11,12
IDE act,-5,.,-23,4,4,-3
PfM18AAP inh,9,-9,5,-29,1,8
PHOSPHO1 block,18,20,-1,0,37,36
IMP-1 inh,-0.2,-1.2,-2.0,-0.5,-2.3,-3.1
VIM-2 inhibitor,-0.9,0.0,1.1,-2.8,-4.3,-3.3
p-CIP stab down,-11,3,-14,-7,-8,-10
NALP1 inh,4,23,21,-26,4,1
GPR7 antag,8,6,-1,17*,1,-17
IDE inh,8,1,31*,-2,-2,-1

13: Cc1cc(C)c(S(=O)(=O)c2ccc(Cl)cc2C)c(Cl)n1
14: COc1cc(SC)ccc1C(=O)N1CCN(Cc2ccccc2)CC1
15: S=c1[nH]nc(COc2cccc(Cl)c2)n1Cc1ccccc1
16: COc1cccc(-c2c(C(=O)N/N=C/c3ccncc3)nnn2-c2nonc2N)c1
17: Cc1ccccc1-c1nnc(SCC(=O)Nc2ccc(Cl)cc2)n1N
18: Nc1cc(Cl)nc(N/N=C/c2ccccc2[N+](=O)[O-])n1

assay / entry,13,14,15,16,17,18
IDE act,-2,7,-3,5,6,-2
PfM18AAP inh,1,-3,8,7,0,15
PHOSPHO1 block,28,35,-65,22,13,13
IMP-1 inh,-6.2,-0.9,-2.7,-1.7,4.1,-4.2
VIM-2 inhibitor,0.6,-3.1,-2.3,-4.1,1.1,-2.2
p-CIP stab down,-7,-10,-9,-17,-5,2
NALP1 inh,-2,1,-36,12,-7,-6
GPR7 antag,-2,8,-6,-5,-3,14
IDE inh,-1,-4,-1,2,6,12

# Another view of part of the listing above:
# Sequence of screens – IDE act, PfM18AAP inh, PHOSPHO1 block, IMP-1 inh, VIM-2 inhibitor, p-CIP stab down, NALP1 inh, GPR7 antag, IDE inh
[18] Nc1cc(Cl)nc(N/N=C/c2ccccc2[N+](=O)[O-])n1
    -2, 15, 13, -4.2, -2.2, 2, -6, 14, 12
[15] S=c1[nH]nc(COc2cccc(Cl)c2)n1Cc1ccccc1
    -3, 8, -65, -2.7, -2.3, -9, -36, -6, -1

# Copied from the list.
# Reading of no. 18 in VIM-2 inhibitor: -2.2
# Reading of no. 13 in p-CIP stab down: -7
# Reading of no. 15 in IDE inh: -1
# Reading of no. 17 in IDE act: 6

# New compounds follow.
19: COc1cc(NC2c3ccccc3C(=O)N2Cc2ccccc2Cl)cc(OC)c1 (centres undefined)
20: CCOC(=O)c1sc(NC(=O)CSc2n[nH]c(-c3ccncc3)n2)c(C#N)c1C
21: Cc1ccccc1C(=O)/C(C#N)=N/Nc1c(C)n(C)n(-c2ccccc2)c1=O
22: COc1ccc(-c2noc(CCC(=O)NCc3cccnc3)n2)cc1
23: COc1ccc2c(c1OC)C(=O)OC2CC(=O)O (centres undefined)
24: Cc1ccc(C)c(CN2CCC(CNC(=O)Nc3ccc(C)c(F)c3)CC2)c1

assay / entry,19,20,21,22,23,24
IDE act,9,-4,2,3,3,6
PfM18AAP inh,-1,3,11,0,-10,10
PHOSPHO1 block,16,26,12,-8,32,42
IMP-1 inh,-3.4,-1.0,-5.9,-2.7,-2.5,-2.1
VIM-2 inhibitor,-0.8,-4.5,-4.0,-1.5,0.4,-1.9
p-CIP stab down,-6,6,1,-21,-14,-8
NALP1 inh,33,-7,.,18,4,3
GPR7 antag,17,6,-8,-10,-2,11
IDE inh,2,14,-2,-2,1,6

25: Cc1ccc(NS(=O)(=O)c2ccc(-c3coc(C)n3)cc2)c(Br)c1
26: COc1ccccc1N(CC(=O)N/N=C(\C)c1cccc(Br)c1)S(C)(=O)=O
27: COc1ccc(C(=O)N/C=C/n2cnc3cc(C(F)(F)F)ccc32)cc1
28: COc1ccc(Nc2nnc(C)c3ccccc23)cc1
29: COc1cccc(C(=O)N2CCSC2=S)c1
30: CC(C)CC(=O)Nc1ccc(S(=O)(=O)Nc2nccs2)cc1

assay / entry,25,26,27,28,29,30
IDE act,3,-2,-7,-3,-2,3
PfM18AAP inh,-1,4,4,-1,-6,5
PHOSPHO1 block,32,11,53,8,6,.
IMP-1 inh,0.1,-3.2,-2.7,-2.2,0.5,-4.3
VIM-2 inhibitor,-0.5,-4.6,-1.6,-2.1,0.4,-0.3
p-CIP stab down,-16,-8,-1,-1,-2,1
NALP1 inh,0,26,.,7,-13,-5
GPR7 antag,-5,-7,-15,-12,8,-11
IDE inh,0,1,-2,7,0,3

31: Cc1ccc(C)c(NC(=S)N2CCC(NC(=O)c3cccc(F)c3)CC2)c1
32: C(CNC1C2CC3CC(C2)CC1C3)CN1CCOCC1 (centres undefined)
33: CCOC(=O)C1CCCN(c2c(N3CCN(C)CC3)c(=O)c2=O)C1 (centres undefined)
34: Cc1ccc(NC(=O)/C(=C\C=C\c2ccccc2)NC(=O)c2ccccc2)cc1
35: COc1ccc(CCNC(=O)CSc2nc3[nH]ncc3c(=O)n2-c2cccc(C(F)(F)F)c2)cc1OC
36: Nc1nc2ccccc2n1C(=O)CCc1ccccc1

assay / entry,31,32,33,34,35,36
IDE act,5,3,6,4,-1,-2
PfM18AAP inh,-4,-2,-1,-2,-5,-3
PHOSPHO1 block,7,25,12,3,6,-3
IMP-1 inh,-3.5,-3.6,-4.6,-3.1,-0.7,-2.0
VIM-2 inhibitor,-4.0,-2.1,-1.3,-1.1,-0.5,-3.4
p-CIP stab down,-1,3,-6,-16,-1,3
NALP1 inh,8,.,6,37,13,24
GPR7 antag,-1,-5,-12,-9,-9,-2
IDE inh,-6,6,-1,-4,0,-5

37: Cc1c(C(=O)N2CCOCC2)oc2ccc(S(=O)(=O)N3CCCCCC3)cc12
38: O=C(CNCc1ccc(Cl)cc1)N1CCc2ccccc2C1
39: C1CCc2nc3c(nc2C1)CCCC3
40: CCOc1cc(NC(=S)NCC2CCCO2)c(OCC)cc1NC(=O)c1ccc(F)cc1 (centres undefined)
41: CCCCn1c(CN(Cc2ccccc2)Cc2ccccc2)nc2c1c(=O)n(C)c(=O)n2C
42: C=CCc1cc(Cl)ccc1OCCOCCNC(C)CC (centres undefined)

assay / entry,37,38,39,40,41,42
IDE act,0,5,5,6,0,6
PfM18AAP inh,-10,5,-3,0,9,2
PHOSPHO1 block,-16,27,34,20,.,28
IMP-1 inh,-2.9,-2.6,-2.3,-4.3,-4.1,-1.8
VIM-2 inhibitor,-0.3,-2.3,-2.5,-0.4,-0.8,-1.0
p-CIP stab down,-8,-2,-2,-27,.,4
NALP1 inh,.,7,4,23,.,6
GPR7 antag,-7,7,-15,-13,-17,6
IDE inh,-3,2,4,1,5,4

43: CCCC(=O)c1ccc(N2CCCCCC2)c(F)c1
44: COc1ccc2cc3cc(C(=O)N4CCCC(C)C4)oc3nc2c1 (centres undefined)
45: S=C(Nc1ccc2cn[nH]c2c1)Nc1ccccc1Cl
46: Cc1noc(C)c1C(=O)OC(C(=O)NC1CCCC1)c1ccc(F)cc1 (centres undefined)
47: CCCN(CCC)C(=O)Cn1c(=O)n(CCCCC(=O)NCc2ccco2)c(=O)c2ccccc21
48: Cc1ccccc1NC(=O)c1sc2nc3c(c(-c4ccco4)c2c1N)CCC3

assay / entry,43,44,45,46,47,48
IDE act,3,1,4,-2,-4,-5
PfM18AAP inh,-4,1,8,3,-3,9
PHOSPHO1 block,-4,27,19,29,3,76*
IMP-1 inh,-4.4,0.1,-2.1,-0.5,-2.8,-2.2
VIM-2 inhibitor,-1.2,-0.4,-1.1,-1.6,-2.8,1.4
p-CIP stab down,-1,-3,2,-10,-3,2
NALP1 inh,1,7,24,26,50,5
GPR7 antag,-10,0,0,-3,-5,-19
IDE inh,-3,1,4,0,2,3

49: COc1nc(N)nc(N)c1NS(=O)(=O)c1ccc(C)cc1
50: Cc1ccnn2c(-c3ccccc3)c3c(=O)n(C)c(=O)n(C)c3c12
51: CCOc1ccccc1CNC(=O)C(C)n1nc(C)c2c(C)n(-c3ccccc3)nc2c1=O (centres undefined)
52: Cn1nc(C(C)(C)C)c(NC(=O)c2cccs2)c1C(C)(C)C
53: CC(C)c1ccc(NC(=O)c2cc([N+](=O)[O-])ccc2N2CCOCC2)cc1
54: O=S(=O)(c1ccc(N2CCN(Cc3ccc4c(c3)OCO4)CC2)nc1)N1CCOCC1

assay / entry,49,50,51,52,53,54
IDE act,5,.,-2,3,5,.
PfM18AAP inh,-14,-4,-7,2,1,-5
PHOSPHO1 block,28,2,38,37,29,2
IMP-1 inh,-1.6,-3.3,-2.8,-2.2,-2.0,-0.5
VIM-2 inhibitor,-0.9,-1.4,-0.3,-3.6,-1.8,-1.0
p-CIP stab down,-12,-4,-26,0,11,-9
NALP1 inh,0,15,-4,1,0,12
GPR7 antag,-9,-12,-14,0,-9,1
IDE inh,-3,.,-7,2,-2,5

55: CC1CCN(S(=O)(=O)c2ccc(NC(=O)Cc3cccs3)cc2)CC1
56: O=C(O)c1cccc(Cn2c(Cl)c(/C=N/NC(=O)c3ccc(O)cc3)sc2=O)c1
57: CCCCNC(=O)Nc1ccccn1
58: CC(C)COc1ccc(C(=O)OCCN2CCOCC2)c(O)c1

assay / entry,55,56,57,58
IDE act,6,5,7,2
PfM18AAP inh,-11,-16,2,1
PHOSPHO1 block,21,23,17,16
IMP-1 inh,0.3,-2.3,-0.5,-1.3
VIM-2 inhibitor,-3.4,-3.0,-2.9,0.7
p-CIP stab down,-5,-7,-7,-7
NALP1 inh,-28,.,12,2
GPR7 antag,-14,-4,-7,-10
IDE inh,5,-2,-7,-4
